# Compound activity as filed in PubChem.
# GAA inhib: blocks human lysosomal alpha-glucosidase. P10253. purified human GAA, 4-MU-alpha-glucoside fluorescence. Potency, µM (top dose mostly 76.9 µM), inactives show top-dose activity change, negative = inhibition, most hits filed as inhibitors. hit rate 0.005% among 200,000;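 also: potency is read from the fitted curve at half-maximal effect; plate controls were uninhibited enzyme wells for no effect and no-enzyme background for full effect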
#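 Fluorescence at Ex 365/Em 440 nm from 4-methylumbelliferone reported enzyme activity after 20 min at room temperature. Reactions used 4 nM enzyme and 400 uM substrate at pH 5.0; curves fitted with the Hill equation.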
# HttQ103 aggreg: reduces HttQ103-GFP aggregates in PC12 cells | hit rate 1.1% among 220,000 | PC12 HttQ103-GFP aggregates, Acumen cytometry, 40 h | Potency, µM (series often up to 46.1 µM), inactives show at the top dose activity change, negative = inhibition, actives largely listed as inhibitors; also: potency is read from the fitted curve at half-maximal effect; % is scaled to controls: 0 for no effect and ±100 for the full control effect; nearly all actives have a fitted effect of over 60% in size
#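 Ecdysone-promoter PC12 model expressing HTT exon 1 Q103 fused to GFP, induced by tebufenozide at 100 nM final. Compounds titrated; aggregates sized 1–25 µm scored on a 488 nm laser cytometer.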
# HTT ATP protect: Huntington cell model cytoprotection by ATP luminescence. PC12 HTT-Q103 induced, cytoprotection, ATP luminescence, 40 h. hit rate 0.14% among 230,000. Potency, µM (series often up to 56.4 µM), inactives show cytoprotection (ATP increase), actives largely listed as activators;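 also: potency is read from the fitted curve at half-maximal effect; % of control where 0% means no effect; nearly all actives have a fitted effect of over 45% in size; toxic huntingtin expression switched on by the ecdysone agonist tebufenozide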
#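 Compounds added alongside 100 nM tebufenozide, which induces toxic Q103 huntingtin exon 1-GFP in stable PC12 cells; surviving cells quantified by luminescent ATP measurement. Medium: phenol red-free DMEM, 5% equine and 5% calf serum.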
# GAA spleen mod: inhibits or activates alpha-glucosidase in human spleen homogenate. P10253. human spleen homogenate, 4-MU-alpha-glucoside fluorescence. Potency, µM (titrated, usually from 79.9 µM), inactives show at the highest dose activity change, negative = inhibition, usual class: inhibitors. hit rate 0.006% among 240,000. AID 2112;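 also: potency is read from the fitted curve at half-maximal effect; 0% = enzyme with vehicle and -100% = no enzyme basal signal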
#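 Human spleen homogenate (1 ug) with 4-methylumbelliferyl-alpha-D-glucopyranoside (1 mM final) in 50 mM citrate/phosphate pH 5.0, 0.01% Tween-20; 40 min at 37 C. Stopped at pH 10; 4-MU fluorescence Ex 365/Em 440 nm; AC50 by Hill fit.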
# LMNA splice mod: modulators of lamin A splicing. HeLa LMNA splicing GFP/RFP minigene ratio, 48 h. Potency, µM (top dose mostly 46.1 µM), for the others: at the top dose ratio change, negative = inhibition, usual class: inhibitors. hit rate 0.01% among 200,000; active = well fitted inhibition curve with a large enough effect in the signal ratio, with a control signal flat, not every such curve was filed as active; inconclusive = small, poorly fitted or top-dose-only effect, or effect the other way, or a change in a side signal; the % refers to the signal ratio; also: potency is read from the fitted curve at half-maximal effect; % is scaled to controls: 0 for no effect and ±100 for the full control effect
#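 Read-out is the ratio of GFP to DsRed2 object intensity, acquired by 488 nm laser-scanning cytometry on HeLa lamin A-EGFP minigene reporter cells. Compound incubation 48 hrs at 37 °C in Opti-MEM with 2% FBS; DMSO 0.5% final.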
# CBFb-RUNX1 inh: inhibitors of human CBF-beta and RUNX1 interaction | AID 1477 | 230,000 tested, under 10 active | AlphaScreen CBFb-His/RUNX1-biotin binding, biochemical | Q01196+Q13951 | Potency, µM (highest dose often 59.8 µM), for the others: at the highest dose activity, negative = inhibition, usual class: inhibitors; also: % of control where 0% means no effect
# Target sequence (Q01196 whole entry, looked up): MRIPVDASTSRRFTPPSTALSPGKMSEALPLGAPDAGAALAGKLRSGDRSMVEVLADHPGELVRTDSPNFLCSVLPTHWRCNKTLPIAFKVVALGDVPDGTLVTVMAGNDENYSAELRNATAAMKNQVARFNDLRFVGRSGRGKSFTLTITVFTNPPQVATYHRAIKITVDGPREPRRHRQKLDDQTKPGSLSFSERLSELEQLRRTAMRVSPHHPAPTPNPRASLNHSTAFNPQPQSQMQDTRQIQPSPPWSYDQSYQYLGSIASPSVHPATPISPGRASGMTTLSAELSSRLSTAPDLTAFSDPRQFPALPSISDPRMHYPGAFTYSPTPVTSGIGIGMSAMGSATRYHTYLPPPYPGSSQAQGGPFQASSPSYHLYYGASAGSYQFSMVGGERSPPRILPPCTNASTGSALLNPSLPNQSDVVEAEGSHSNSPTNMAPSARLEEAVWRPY
# Target sequence (Q13951 whole entry, looked up): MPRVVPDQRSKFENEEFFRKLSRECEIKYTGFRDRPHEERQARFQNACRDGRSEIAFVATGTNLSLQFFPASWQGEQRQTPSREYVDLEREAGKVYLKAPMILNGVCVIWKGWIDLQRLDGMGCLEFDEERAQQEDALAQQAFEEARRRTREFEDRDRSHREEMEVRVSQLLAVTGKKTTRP
#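 Interaction loss through any mechanism counts as activity. Pre-formed complex of His-CBF-beta and biotin-RUNX1 (30 nM apiece) is incubated with compound 15 min, then with 50 ng nickel and 50 ng streptavidin beads for 90 min before AlphaScreen detection.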
# GAA glycogen: GAA glycogen-cleavage inhibition or activation; P10253; recombinant GAA, glycogen substrate, Amplex Red glucose oxidase fluorescence; Potency, µM (top dose mostly 76.4 µM), inactives show at the top dose activity change, negative = inhibition, most hits filed as inhibitors; hit rate 0.38% among 300,000; AID 2100;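 also: potency is read from the fitted curve at half-maximal effect; 0% = full enzyme reaction and -100% = no-enzyme basal signal; the screen sought inhibitors and activators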
#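 Natural-substrate format: glycogen cleavage by 4 nM human enzyme, glucose read by Amplex Red coupling (Ex 573, Em 610 nm). Normalized to enzyme and no-enzyme controls.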
# * marks the source's active call; other numbers are inactive results; ? = inconclusive; / = no result given; [ ] = remark or other dose. Unless noted, calls follow the shape of the dose curve; as a rule, active = well fitted curve in the direction sought with a large enough effect; inconclusive = small, poorly fitted or top-dose-only effect, or another doubt; inactive = no such curve, though single readings can be large; an effect the other way counts as inactive or inconclusive.
# Start of the data: the first 3 compounds (preview)
SMILES,GAA inhib,HttQ103 aggreg,HTT ATP protect,GAA spleen mod,LMNA splice mod,CBFb-RUNX1 inh,GAA glycogen
Cc1[nH]n(-c2ccccc2)c(=O)c1C=NC1CCCCCC1,5%,-15%,1%[10 µM],4%,?,10%,7%
CCCCCCCCCCCCCCCC[n+]1ccc(/C=N/O)cc1,-7%,8.9µM*,-36%[10 µM],7%,-12%,-5%,7%
CCOc1cc(CNc2ccc(CNc3ncn[nH]3)cc2)ccc1OCc1ccccc1,-2%,11%,14%[10 µM],-5%,?,-21%,-13%

# The listing, from the start:
SMILES,GAA inhib,HttQ103 aggreg,HTT ATP protect,GAA spleen mod,LMNA splice mod,CBFb-RUNX1 inh,GAA glycogen
Cc1[nH]n(-c2ccccc2)c(=O)c1C=NC1CCCCCC1,5%,-15%,1%[10 µM],4%,?,10%,7%
CCCCCCCCCCCCCCCC[n+]1ccc(/C=N/O)cc1,-7%,8.9µM*,-36%[10 µM],7%,-12%,-5%,7%
CCOc1cc(CNc2ccc(CNc3ncn[nH]3)cc2)ccc1OCc1ccccc1,-2%,11%,14%[10 µM],-5%,?,-21%,-13%
CCOC(=O)C1CCN(C(=O)COc2ccc(Cl)cc2Cl)CC1,-1%,18%,-5%,-5%,1%,11%,10%
C=CCOc1ccc(Br)cc1CNCCO,2%,-6%,-16%,-4%,/,2%,-4%
Cc1cccc(N2CCN(C(=O)Cn3c(=O)[nH]c4ccsc4c3=O)CC2C)c1 (centres undefined),-1%,-19%[9.22 µM],6%,-4%,11%,-2%,6%

# Sorted by value in GAA inhib (falling): 3 of the compounds above.
canonical_smiles	GAA inhib	HttQ103 aggreg	GAA spleen mod	LMNA splice mod	CBFb-RUNX1 inh
Cc1[nH]n(-c2ccccc2)c(=O)c1C=NC1CCCCCC1	5%	-15%	4%	?	10%
Cc1cccc(N2CCN(C(=O)Cn3c(=O)[nH]c4ccsc4c3=O)CC2C)c1 (centres undefined)	-1%	-19%[9.22 µM]	-4%	11%	-2%
CCCCCCCCCCCCCCCC[n+]1ccc(/C=N/O)cc1	-7%	8.9µM*	7%	-12%	-5%
